ALOX12 inh: ALOX12 (human) lipoxygenase inhibition | AID 1671190 | hit rate 1.1% among 580,000 | P18054 | purified 12hLO, xylenol orange hydroperoxide absorbance | Potency, µM (doses to about 108 µM), for the others: at the top dose activity change, negative = inhibition, actives largely listed as inhibitors; active means well fitted inhibition curve with a large enough effect; inconclusive means small, poorly fitted or top-dose-only effect, or another doubt; inactive means no such curve, though single readings can be large or run the other way
Target sequence (P18054 whole entry, looked up): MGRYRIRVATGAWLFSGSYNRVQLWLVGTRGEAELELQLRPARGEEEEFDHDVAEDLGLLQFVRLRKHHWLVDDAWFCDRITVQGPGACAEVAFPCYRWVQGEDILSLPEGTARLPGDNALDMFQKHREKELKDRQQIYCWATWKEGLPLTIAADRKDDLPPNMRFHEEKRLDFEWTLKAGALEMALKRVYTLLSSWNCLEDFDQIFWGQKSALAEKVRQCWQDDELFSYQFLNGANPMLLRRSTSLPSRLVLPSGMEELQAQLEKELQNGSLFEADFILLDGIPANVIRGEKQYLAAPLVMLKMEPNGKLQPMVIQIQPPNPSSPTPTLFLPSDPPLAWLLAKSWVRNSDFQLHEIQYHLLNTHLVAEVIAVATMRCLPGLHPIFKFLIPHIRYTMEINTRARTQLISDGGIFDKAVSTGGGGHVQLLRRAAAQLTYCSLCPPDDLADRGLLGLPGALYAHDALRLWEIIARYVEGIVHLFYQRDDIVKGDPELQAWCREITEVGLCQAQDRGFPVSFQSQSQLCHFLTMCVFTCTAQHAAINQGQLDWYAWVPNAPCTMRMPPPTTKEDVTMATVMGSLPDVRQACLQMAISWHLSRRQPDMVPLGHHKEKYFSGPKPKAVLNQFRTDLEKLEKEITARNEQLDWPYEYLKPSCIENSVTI
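Purified human 12hLO at 150 nM in 25 mM Hepes, 0.01% Triton X-100, pH 7.0, preincubated 15 min at room temperature with compound. Reaction started with 40 uM arachidonic acid, 30 min at room temperature. Hydroperoxide measured by Fe-xylenol orange, 573/405 nm absorbance ratio.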
* = called active by the depositor; ? = inconclusive; [ ] = remark or other dose. On the % scale 0 is the no-effect control and ±100 the full control effect; potency means the concentration at half of the fitted maximal effect. An excerpt; the hit share may differ from the screen's.

SMILES,ALOX12 inh
O=C(Nc1cccc(O)c1)c1cc(-c2ccco2)nc2ccccc12,?
COc1ccc2c(COC(=O)c3ccc(F)cc3)cc(=O)oc2c1,-0.8%
COC(=O)C1=C(C)N(C)C(=O)N(C)C1c1ccccc1F (centres undefined),-10.8%
CN(C(=O)c1ccsc1)C1CCc2nn(C)c(=O)n2CC1 (centres undefined),48.1%[activator]
C=CCNC(=O)N[C@H]1CCN2C(=O)c3cc(-c4ccccc4F)ccc3NC(=O)[C@@H]2C1,?
Cc1oc(-c2ccccc2)nc1CC(=O)N1CCC(N2CCCCC2)CC1,5.5%
CC(C)=CC(=O)NCCc1cccs1,12.0%
Cc1ccc(C(=O)/C=C/c2cccc3ccccc23)cc1[N+](=O)[O-],?
CC1CCC2(CC1)NC(=O)N(CC(=O)Nc1ccccc1C(C)C)C2=O (centres undefined),8.5%
Cc1cnc(CNc2ncncc2-c2ccccc2C(F)(F)F)cn1,22.4µM*
Cc1ccc2c(c1)C(CS(=O)(=O)NCc1ccc(F)cc1)NC2 (centres undefined),-6.8%
CCCn1c(C)cnc1CC1CCCN(S(C)(=O)=O)C1 (centres undefined),37.0%[activator]
O=C(c1cccc(F)c1)N1CCC(c2nc(C3CCOCC3)no2)C1 (centres undefined),40.8%[activator]
O=C(Nc1ccccc1)N1C[C@@H](F)[C@@H](OCc2nc3ccccc3o2)C1,4.0%[176 µM]
CCCN(CC1CCOC1)S(=O)(=O)c1cccs1 (centres undefined),?
O=C(CCc1ncc(-c2ccc(Cl)cc2Cl)o1)NCc1ccccc1,-12.4%
COc1ccc(CNC(=O)[C@@H]2CCC[C@@H](NC(=O)C3CCOCC3)CN(C)C(=O)C2)cc1,8.2%
O=C(Nc1ccc2[nH]cc(C(C(=O)O)N3CCCC3)c2c1)c1ccccc1 (centres undefined),-22.4%
O=C(CN1C[C@@H](C(=O)O)[C@H](c2ccccc2)C1)NCc1ccc(C(=O)O)o1,26.1%
O=C(NCCCc1ccccc1)c1cc(C2CC2)nc2ccccc12,?
CC(=O)Nc1ccc2c(c1)nc1n2[C@@H](CNC(=O)NC(C)C)COC1,20.1%[176 µM]
Nc1cccc(-c2ccc(Cl)c(Cl)c2)c1,?
CCOC(=O)c1c(NC(=O)C2CCCO2)sc(C(C)=O)c1C (centres undefined),2.7%
COc1ccc(Cl)cc1NC(=O)c1cc2c(s1)-c1ccccc1S(=O)(=O)C2,-20.4%
CN(C)c1ccc(CN2CCNc3cc(Nc4cccnc4)ncc3C2)cc1,1.7%[176 µM]

An excerpt from above in order of their number in ALOX12 inh, highest first.
SMILES,ALOX12 inh
O=C(CN1C[C@@H](C(=O)O)[C@H](c2ccccc2)C1)NCc1ccc(C(=O)O)o1,26.1%
CC1CCC2(CC1)NC(=O)N(CC(=O)Nc1ccccc1C(C)C)C2=O (centres undefined),8.5%
COC(=O)C1=C(C)N(C)C(=O)N(C)C1c1ccccc1F (centres undefined),-10.8%

Continuation.
SMILES,ALOX12 inh
O=C1CC2CCCC(C1)N2[S+](=O)([O-])c1ccccc1,21.1%[176 µM]
O=C1C[C@@H]2CCN(C(=O)c3ccccc3)C[C@@H]2CCN1CCc1cnc[nH]1,10.5%[176 µM]
CCOC(=O)CCNC(=O)N1CCCC(Cn2cnc3cccnc32)C1 (centres undefined),5.3%
CC(OC(=O)c1ccc(CCNS(C)(=O)=O)cc1)C(=O)N(C)C (centres undefined),-25.7%
O=C(NCCc1nccc(-c2ccccc2)n1)C1NCCc2[nH]cnc21 (centres undefined),115.6%[activator]
CCCOC(=O)COc1ccc2c(=O)c(Oc3ccccc3Br)coc2c1,-13.2%
CC(=O)c1cccc(NC(=O)C2CCN(c3nc4ccccc4nc3OC(C)C)CC2)c1,-13.6%
CN(C)C(=O)C(C)(C)Oc1nn(Cc2cccc(Cl)c2)c2ccccc12,?
CC(C)OC(=O)[C@@H](Cc1ccccc1)N[C@H](/C=C/c1ccccc1)[C@@H](O)Cc1ccccc1,3.0%
CN(C)C[C@@H]1CN(S(C)(=O)=O)C[C@H]1NC(=O)CC1=CCCCC1,62.8%[activator]
CCS(=O)(=O)N1CC(F)(F)C[C@H]1c1nc(CCOC)no1,6.0%
O=C1CC2(CCN(C(=O)C3(c4ccc(F)cc4)CCOCC3)C2)C(=O)N1 (centres undefined),?
COc1ccc(-c2ccc3ncc(Nc4cc(F)ccc4OC)n3n2)cn1,3.6%[176 µM]
O=C(NC(=S)NCCc1ccccc1)c1ccc(Cl)cc1,?
COc1ccccc1CNc1nc(-c2ccc(CN(C)C(C)=O)cc2)cs1,?
C=CCCC(CN1CCCOCC1)Oc1ccc(Cn2ccnc2)cn1 (centres undefined),70.2%[activator]
FC(F)(F)c1cccc(CSc2nccc(-c3ccc(Cl)cc3)n2)c1,-2.5%
O=C(NCCN1CCCCC1)c1ccc(-c2ccc(N3CCSCC3)nc2)cc1,?
Cn1ccnc1Sc1nc2c(c(=O)n(C)c(=O)n2C)n1Cc1ccc(F)cc1,43.7%
CN1C(=O)CC(C(=O)O)C12CCN(Cc1cccc(Cn3cccn3)c1)CC2 (centres undefined),18.7%
O=C1CCC(CNC(=O)c2nc(-c3ccccc3)cc3[nH]ccc23)N1 (centres undefined),-12.4%[176 µM]
CCC1CCCCN1C(=O)CCn1cnc2c1c(=O)n(C)c(=O)n2C (centres undefined),16.0%
O=C(NCc1ccccc1)c1ccc(CSCc2ccccc2Cl)o1,-23.5%
Cc1nc2ccc(C(=O)NC(C)c3ccccc3)cc2nc1C (centres undefined),-5.7%
COC1C(=O)N(C2CCN(Cc3cn(C)c4ccccc34)CC2)C12CCOCC2 (centres undefined),?

Another view of some results above.
Cc1oc(-c2ccccc2)nc1CC(=O)N1CCC(N2CCCCC2)CC1
  ALOX12 inh = 5.5%
CC(C)=CC(=O)NCCc1cccs1
  ALOX12 inh = 12.0%
Cc1ccc(C(=O)/C=C/c2cccc3ccccc23)cc1[N+](=O)[O-]
  ALOX12 inh = ?
CC1CCC2(CC1)NC(=O)N(CC(=O)Nc1ccccc1C(C)C)C2=O (centres undefined)
  ALOX12 inh = 8.5%

Continuation:
SMILES,ALOX12 inh
CN(Cc1ccccc1)c1nc2c(c(=O)n(C)c(=O)n2C)n1Cc1ccc(Cl)cc1,1.5%
CN(CC(=O)NC(=O)NC1CC1)CC(=O)N(C)C,?
O=C(Cc1c[nH]c2ccccc12)N1CCCN(c2cc(-c3ccc(Br)cc3)[nH]n2)CC1,7.0%
COc1ccc(CC(=O)N2CC[C@@H](CC(=O)O)[C@@H](CCN3C[C@@H]4C[C@H](C3)c3cccc(=O)n3C4)C2)cc1,?
CS(=O)(=O)N1CCCC(C(=O)NCc2ccc(OCC3CC3)nc2)C1 (centres undefined),31.8%[activator]
O=C(c1ccncc1)N1CCC(Cc2noc(C3CC3)n2)C1 (centres undefined),88.6%[activator]
COc1ccc(NC(=O)c2cn3ccnc(-c4ccc(F)cc4)c3n2)cc1OC,44.7%
CCOc1ccc(NC(=O)CCCn2c(=O)c3cccn3c3ccccc32)cc1,16.5%
C=CCNC(=O)c1cn2c(n1)CN([S+](=O)([O-])c1cccc(C(F)(F)F)c1)CC2,-0.3%[6.33 µM]
O=C(Cc1ccc2ccccc2c1)Nc1cccc2cccnc12,39.3%[activator]
O=C(Cn1nc2c(cc1=O)CCCC2)Nc1nnc(C2CCC2)s1,0.8%
O=C(NCCc1ccccc1)Nc1c(NC2CCCC2)c2ccccc2oc1=O,0.9%
CCCCN1C(=O)CC[C@H]2CN(C(=O)c3ccccc3Cl)CC[C@H]21,14.2%
C=CCNC(=O)[C@@H]1Cc2cn(Cc3ccncc3)c3cccc(c23)[C@H](CC(C)C)N1,-7.2%[176 µM]
CCn1c(=O)c2c(cc(C)n2C)n(CC(=O)Nc2ccc(C)cc2C)c1=O,48.1%[activator]
O=C(c1ccc2oc(-c3ccc(C(F)(F)F)cc3)nc2c1)N1CCOCC1,14.3%
CCn1cc(S(=O)(=O)N2CCC3(CC2)C(C(=O)O)CC(=O)N3C)c(C)n1 (centres undefined),23.9%
Cc1ccc(CN2CCC3(CC2)CN[S+](=O)([O-])c2ccccc2N3)cc1,38.4%[activator]
Cn1c(=O)c2c(-c3ccccc3)n3c(c2n(C)c1=O)C(c1coc2ccccc2c1=O)OCC3(C)C (centres undefined),?
CC(=O)Nc1ccc(NC(=S)NC(=O)c2ccc(Cl)cc2)cc1,5.62µM*
CC/C=C(/C)C(=O)Nc1ccc(SC)cc1,-1.7%
CCOc1ccc(C(C)(C)CC)cc1-c1csc(N)n1,?
Cc1ccc(S(=O)(=O)Nc2cc3c(cc2SC2CCCCC2)n(C)c(=O)n3C)cc1,-22.4%
CCCn1c(N2CCN(Cc3c(F)cccc3Cl)CC2)nc2c1c(=O)[nH]c(=O)n2C,-3.7%
CCN(CC)CCCNC(=O)c1csc(Nc2ccc(C)cc2)n1,-12.8%

Next section:
smiles,ALOX12 inh
Cn1nccc1C(=O)N1CCC(N2C[C@H](O)C[C@H]2C(=O)NC2CCCCC2)CC1,22.8%
CCOc1ccccc1CCCN1CC2(CCNCC2)CCC1=O,-7.1%
CC(C)Oc1ccc2c(NC(=O)c3ccon3)nn(Cc3ccccc3)c2c1,34.6%
CCCNC(=O)C(C)NC(=O)c1cc(C)nc2ccccc12 (centres undefined),?
COC(=O)[C@@H]1Cc2ncn(Cc3ccc(Cl)cc3)c2CN1C(=O)COc1ccccc1,34.2%[activator]
Cc1csc(NC(=O)CCc2ncc(-c3ccc(Cl)cc3Cl)o2)n1,-11.5%
O=C(C1CC=CC1)N1C[C@@H](COc2ccncc2)[C@H](c2ccccn2)C1,28.4%
Cc1cc(C(=O)Nc2ccccc2-c2nc(CNC(=O)C3COc4ccccc4O3)c(C)o2)c(C)o1 (centres undefined),8.9%
O=C(O)CCC(=O)c1cccnc1,5.9%
O=CNNC(=S)NCc1ccco1,-20.3%
O=C(NCC#Cc1ccccc1)C1CCCN(C(=O)C2CC2)C1 (centres undefined),-4.3%
CCOC(=O)c1ccc(Oc2coc3cc(OC)ccc3c2=O)cc1,8.2%
O=C(/C=C/c1ccccc1)c1cc2ccccc2oc1=O,12.9%
Cc1sc2nc(NCCO)n3nc(-c4ccco4)nc3c2c1C,?
O=C(c1cc(F)cc(F)c1)N1CCC(Oc2ncccc2C(=O)N2CCCCC2)C1 (centres undefined),?
CCCCCCCn1c(CN2CCN(c3ccccc3)CC2)nc2c1c(=O)n(C)c(=O)n2C,7.1%
CCN(CC)C(=O)[C@@H]1CCC[C@@H](NCc2cccc(Cl)c2)CN(C)C(=O)C1,-8.0%[176 µM]
Cc1ccnc(NC(=O)c2cc(-c3ccncc3)nc3ccccc23)c1,16.1%
Cc1nn2c(c1-c1ccccc1-c1ccccc1)N(Cc1ccc(C(=O)O)s1)CCC2,-0.6%[176 µM]
CCOc1cccc(C(=O)Nc2ccc3oc(-c4ccc(OC)cc4)nc3c2)c1,-2.9%
N#CCCN(C(=O)CSc1nnnn1-c1ccc(Cl)cc1)c1ccccc1,-8.9%
Cc1ccc(-n2nc(C)c([C@@H]3C=C[C@@H](N)C3)c2C)cc1Cl,?
CC(C)(C)CNC(=O)c1[nH]cnc1C(=O)NC1CCCC1,0.9%
COc1cccc(C(CC2=CCCCC2)NC(=O)C(F)(F)F)c1 (centres undefined),-14.5%
CCN1CCC(N(Cc2ccco2)C(=O)Nc2cc(Cl)ccc2C(=O)OC)CC1,6.31µM*
COCCn1cnc2c1c(=O)n(CC(=O)Nc1cccc(C)c1C)c(=O)n2Cc1ccccc1,-3.6%
O=C(Cc1noc(C(=O)NCc2cccc(F)c2)n1)Nc1cccc2ncccc12,-0.1%
O=C(Cc1cccc(F)c1)N1CCC2(CCCCO2)CC1,-3.9%
COc1ccccc1CN1CCC(N2CC3CCCN3C2=O)CC1 (centres undefined),1.9%[176 µM]
COCCN1C(=O)[C@H]2CN(Cc3cccc(C#N)c3)C[C@H]2C1=O,31.7%[activator]
FC(F)(F)c1ccccc1C(c1ccccc1)N1CCNCC1 (centres undefined),?
COCC(=O)N1CCC([C@H]2[C@@H](OC)C(=O)N2C(C)C)CC1,19.0%
CC(C)=CCC1(CO)CCCN(C(=O)CN2CCCC2=O)C1 (centres undefined),24.3%
COC1CCC12CCN(Cc1cccc(C#N)c1)CC2 (centres undefined),20.6%
Cc1ccc(Nc2n[nH]nc2C(=O)Nc2ccc(C)cc2Cl)cc1,10.6%
O=C1CCN(S(=O)(=O)c2ccccc2)CCCN(C(=O)c2ccc(Cn3cncn3)o2)CCN1,51.3%[activator]
COc1ccc(CNC(=O)CSc2nc3ccccc3nc2N2CCCCC2)cc1,66.3%[activator]
COCCOc1ccc(C(=O)N[C@@H]2CN(C3CCN(C)CC3)CCC[C@H]2O)cc1,18.3%[176 µM]
Cc1ccc(NC(=O)CN(c2cc(C(F)(F)F)ccc2Cl)S(C)(=O)=O)cc1C,4.2%
CC(C)c1nc2c(c(-c3ccc(Cl)cc3)n1)CCN(Cc1cccc3ccccc13)CC2,?
C[C@]1(CO)[C@H]2Cc3sc(NC(=O)c4c(F)cccc4F)nc3[C@@H](CC(=O)NCc3cccnc3)[C@]2(C)CC[C@H]1O,22.3%
CC1CCN(C(C)C(=O)Nc2cccc(C#N)c2)CC1 (centres undefined),0.8%
O=C(c1ccc(Cl)s1)N1CCC2(CC1)CN(c1ccncn1)CC2CO (centres undefined),27.8%
COc1ccc(-c2cc(-c3ccc(OC)c(OC)c3)cn3cncc23)cc1,?
CC(=O)Nc1ccc(OCC(=O)N2CCc3ccccc3C2)nc1,-2.7%
